# 14-3-3g Raf – modulators of 14-3-3 gamma protein binding, primary screen, biochemical, fluorescence polarization. inhibition, % at 40 µM. 14-3-3 protein gamma (Homo sapiens), P61981. 160,000 compounds, 0.19% hits. FP, 14-3-3gamma / TMR-pS259-Raf peptide binding; in the data active = inhibition above about 30%;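 note: 0% = protein plus tracer without compound and 100% = blank with tracer alone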
# Target sequence (P61981 whole entry, looked up): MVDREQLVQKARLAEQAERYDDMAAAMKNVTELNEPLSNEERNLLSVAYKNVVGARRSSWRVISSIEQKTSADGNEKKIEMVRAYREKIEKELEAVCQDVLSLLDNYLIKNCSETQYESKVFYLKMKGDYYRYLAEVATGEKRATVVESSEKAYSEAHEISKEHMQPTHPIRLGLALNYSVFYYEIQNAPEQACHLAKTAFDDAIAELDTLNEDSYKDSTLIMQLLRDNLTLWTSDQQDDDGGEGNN
# Active calls of the source: *; & = joins results of further samples.
molecule | 14-3-3g Raf
CC(C)OCCCNC(=O)CCN1C(=O)COc2ccccc21 | -8&-16
CCSCCOC(=O)C1=C(C)NC2=C(C(=O)C(C(=O)OC)C(C)C2)C1c1cc2c(cc1[N+](=O)[O-])OCO2 (stereo not drawn) | -1
NC(=O)c1cc(S(=O)(=O)N2CCOCC2)ccc1Cl | 0
COc1ccc(-c2ccc3c(N)c(C(=O)Nc4ccc5c(c4)OCCO5)sc3n2)cc1 | -3
CCOC(=O)CSc1nnc(CNC(=O)c2cccs2)n1Cc1ccccc1 | -9
O=C(CC(NCc1cccnc1)C(=O)O)Nc1ccc(Cl)cc1 (stereo not drawn) | -3
COc1cc2c(C#N)c(N3CCN(c4ccccc4OC)CC3)nc(N)c2c(N)n1 | 2
O=C1Nc2cc(C(=O)N3CCCCCC3)ccc2Sc2ccccc21 | -14
CCOC(=O)c1sc2ncnc(N3CCN(C(=O)OCC)CC3)c2c1C | -4
CC1=C(C(=O)Nc2nc3ccc(Br)cc3s2)C(c2cccnc2)C2=C(CC(C)(C)CC2=O)N1 (stereo not drawn) | 0
Cc1ccc(NC(=O)C(C)Sc2nnc(-c3cccnc3)o2)cc1 (stereo not drawn) | -5
CC(=O)C1=C(O)C(=O)N(CCCN2CCOCC2)C1c1cccc([N+](=O)[O-])c1 (stereo not drawn) | 0
Cc1cccc(Cn2c(NC3CCCCC3)nc3c2c(=O)n(C)c(=O)n3C)c1 | -15
CC(C)(C)NCC(O)c1ccc(O)c(CO)c1 (stereo not drawn) | 5&3
CN1CCN(c2nc(Nc3cccc(C(F)(F)F)c3)nc(N3CCOCC3)n2)CC1 | -1
CCCCOc1ccc(NC(=O)CSc2cccc3cccnc23)cc1 | 3
O=C(Nc1ccccc1N1CCCCC1)c1cccc(F)c1 | -9
Cc1cc2nn(-c3ccc(Cl)cc3)nc2cc1NC(=O)c1cccnc1 | -8
O=C(O)c1ccc(NCCC2=CCCCC2)c([N+](=O)[O-])c1 | -14
CCOC(=O)c1nnn(CC(=O)Nc2cc(F)ccc2F)c1C(=O)OCC | -1
CC(C)CCNC(=O)c1ccc(CSCc2ccc(Cl)cc2)o1 | -1
OCc1cn(-c2ccccc2)nc1-c1cccnc1 | -4
CCOc1cc(N2CCOCC2)c(OCC)cc1NC(=O)c1nc2nc(C)cc(C)n2n1 | -5
Cc1cc(C)cc(N=c2oc3c(C)ncc(CO)c3cc2C(=O)Nc2ccccc2F)c1 | -2
Cc1ccccc1N(C)S(=O)(=O)c1ccc2[nH]cc(C(=O)NCC3CCCO3)c(=O)c2c1 (stereo not drawn) | -6
COc1ccc(C(=O)N2CCCC2)cc1S(=O)(=O)N1CCOCC1 | -8
COc1ccc(NC(=O)CCS(=O)(=O)c2ccc(C)cc2)c(OC)c1 | -18
O=C(Nc1cccc([N+](=O)[O-])c1)c1cccs1 | 17
Cc1ccc(S(=O)(=O)NCCSc2ccccn2)cc1[N+](=O)[O-] | -1
Cc1ccsc1-c1ncnn1-c1ccc(Cl)cc1 | -46
NS(=O)(=O)c1ccc(CCn2c(=S)[nH]c3ccccc3c2=O)cc1 | 2
CCOC(=O)c1c(NC(=O)COC(=O)c2c(C)noc2C)sc2c1CCC2 | -3
COc1ccc(S(=O)(=O)NC(CC(=O)NC2CCCC(C)C2C)C(C)C)cc1 (stereo not drawn) | 0
O=c1c2c(nc3c(-c4ccccc4)c(-c4ccccc4)[nH]n13)CCCC2 | -131
CCc1nc(NCCc2ccccc2)c(C#N)c2c1CCCC2 | 2
CCCCCOC(=O)C1=C(C)NC2=C(C(=O)CC(C)(C)C2)C1c1ccc(OCC)cc1 (stereo not drawn) | -2
O=C(CCCCCn1c(=S)[nH]c2ccsc2c1=O)NCc1cccnc1 | 2
O=C(O)C(CSCc1ccccc1)N1C(=O)c2ccccc2C1=O (stereo not drawn) | -2
COc1cc(C(=O)Nc2nnc(-c3ccccc3Cl)s2)cc(OC)c1OC | -13
COCCn1c(Sc2ccc(C)cc2)nc2c1c(=O)[nH]c(=O)n2C | 3
COc1cc(C(=O)OCC(=O)N(C)Cc2ccccc2)cc(OC)c1OC | -5
O=C(NCCCn1ccnc1)c1noc2c1CCc1ccccc1-2 | -1
COc1cc(C2C3=C(CCCC3=O)NC3=C2C(=O)CCC3)ccc1OCc1ccccc1Cl | -31
O=C(Cc1cc(=O)[nH]c(=O)[nH]1)NCC1CCCO1 (stereo not drawn) | 0
CSc1nc2c(c(-c3ccc(O)cc3)c1C#N)CCC2 | 5
O=C(NC1CCCCC1)C(c1ccc(Cl)cc1)N1CCN(c2ccccc2)CC1 (stereo not drawn) | -2
Cc1nnc(SCC(=O)Nc2sc3c(c2C(=O)OC(C)C)CCCC3)s1 | -23
COc1ccccc1NC(=O)CCN1CCCCCC1 | 0
CCOc1ccc(NC(=O)c2c(NC(=O)c3ccccc3Cl)sc3c2CCCC3)cc1 | -225
O=C(Nc1ccc(-c2ccc(NC(=O)c3ccccc3F)cc2)cc1)c1ccccc1F | -3
CC1(C)CC(=O)C2=C(C1)c1c(ccc3ncccc13)NC2C1CC=CCC1 (stereo not drawn) | -34
Cc1ccc(S(=O)(=O)N2CCCC2C(=O)OCC(=O)Nc2ccc3c(c2)OCO3)cc1 (stereo not drawn) | -5
O=C1CCCC2=C1C(c1ccc3c(c1)OCO3)c1c([nH]n(-c3ccccc3)c1=O)N2 (stereo not drawn) | -3
COc1cc(OC)cc(C(=O)N2CCN(c3ccc(F)cc3)CC2)c1 | 3
O=C(NCCc1ccccc1)c1ccc(=O)oc1 | -10
CCOC(=O)c1cnc2c(C)c(Cl)ccc2c1Nc1cccc(C)c1C | -6

# Following part.
molecule | 14-3-3g Raf
CCCN1CN(Cc2ccco2)c2nc3ccccc3n2C1 | 0
CC1CC(=O)c2cnc(Nc3cccc(C(F)(F)F)c3)nc2C1 (stereo not drawn) | -6
CC(C)NC(=O)Cn1c(=S)[nH]c2ccccc2c1=O | -8
CCCCN(CC)C(=O)Cn1c(=O)n(-c2ccc(F)cc2)c(=O)c2sccc21 | 5
CC1CCC(C)N(C(=O)c2cc3n(n2)C(C(F)(F)F)CC(c2ccco2)N3)C1 (stereo not drawn) | -6
COC(=O)Cn1cnc2sc(C)c(S(=O)(=O)N3CCN(C)CC3)c2c1=O | 5
COc1ccc(S(=O)(=O)NCc2ccccc2Cl)c2cccnc12 | -3
CCOC(=O)c1ccc2ncc(C(=O)OCC)c(Nc3cccc(Cl)c3C)c2c1 | -4
COc1ccccc1CNC(=O)C1c2cc(OC)c(OC)cc2C(=O)N(C)C1c1cccnc1 (stereo not drawn) | 1
O=[N+]([O-])c1cc(Cl)ccc1NCCNS(=O)(=O)c1ccccc1 | -9
CCc1cc(=O)oc2cc(C)c3c(C)coc3c12 | 0
Cc1ccc(S(=O)(=O)CCc2nnc(NC(=O)C3CCCCC3)s2)cc1C | -2
Cc1cc2cc(CNC(=O)c3ccco3)ccc2n1C | -8
C=CCSc1nnc2c(n1)OC(c1ccc(OC)c(OC)c1)Nc1ccccc1-2 (stereo not drawn) | -4
CC(C1CC1)N(Cc1ccccc1)C(=O)Nc1cccc([N+](=O)[O-])c1 (stereo not drawn) | -5
Cn1c(CNC(=O)Nc2ccccc2)nnc1SCc1ccccc1 | -8
COC(=O)c1ccc(OC)c(CSc2nnc(COc3cccc(C)c3)o2)c1 | -1
COC(=O)c1ccc(-n2nnnc2SCC(=O)NCc2cccc(C(=O)O)c2)cc1 | -9
CNS(=O)(=O)c1cc(-c2nnc(Nc3cccc(C(F)(F)F)c3)c3ccccc23)ccc1C | -2
COc1cc2c(cc1OC)C(C(=O)NCCC1=CCCCC1)C(c1ccccc1F)N(C)C2=O (stereo not drawn) | -2
Cc1csc2nc(CNC(=O)C3CC=CCC3C(=O)O)cn12 (stereo not drawn) | -9
CNC(=O)c1cc2ccc(OC)cc2oc1=O | 10
Cc1ccc(S(=O)(=O)N2CC(=NO)C2)cc1 | -6
Cn1c(CSCc2ccc(F)cc2)nnc1SCC(=O)Nc1nccs1 | 5

# Sorted by the number under 14-3-3g Raf (ascending): four of the compounds above.
molecule | 14-3-3g Raf
COC(=O)c1ccc(-n2nnnc2SCC(=O)NCc2cccc(C(=O)O)c2)cc1 | -9
COc1cc2c(cc1OC)C(C(=O)NCCC1=CCCCC1)C(c1ccccc1F)N(C)C2=O (stereo not drawn) | -2
Cn1c(CSCc2ccc(F)cc2)nnc1SCC(=O)Nc1nccs1 | 5
CNC(=O)c1cc2ccc(OC)cc2oc1=O | 10

# Other records follow:
molecule | 14-3-3g Raf
O=C(NCc1cccs1)c1ccc(Sc2ccccc2Cl)c([N+](=O)[O-])c1 | 0
COc1ccc(NC2=C(C(C)=O)C(c3ccc(Cl)cc3)C(C(C)=O)C(C)(O)C2)cc1 (stereo not drawn) | -7
Cc1ccc(NC(=O)COc2ccc(Br)cc2)cc1Cl | -10
Cn1c(=O)[nH]c(=O)c2c1nc(N1CCCCCC1)n2Cc1ccccc1 | -1
COc1ccc(C(=O)Nc2cccc(OC)c2)cc1 | 5
Cc1cc(=O)n2c(-c3ccccc3C)n[nH]c2n1 | -8
CC(NC(=O)c1cc2n(n1)C(C(F)(F)F)CC(c1ccc(Br)cc1)N2)c1ccccc1 (stereo not drawn) | -6
O=C(Nc1ccc(Cl)cc1)C1CCCN(S(=O)(=O)c2cccs2)C1 (stereo not drawn) | -12
Cc1cc(NCc2ccccc2)nc(NCc2ccccc2)n1 | -6
CC1CCC(NS(=O)(=O)c2cccc3nsnc23)CC1 (stereo not drawn) | 0
Cc1ccccc1CSc1ncccc1C(=O)O | -1
Cc1ccc(Nc2ncc(C(=O)NCc3ccc(F)cc3)c3ccccc23)cc1Cl | -4
COC(=O)/C=c1\sc2ncnn2c1=O | -4
CCN(C(=O)c1ccc(C(C)(C)C)cc1)c1nnc(Cn2nnc3ccccc32)s1 | -1
CC(=O)N1c2c(ccc3ccccc23)C(C)=CC1(C)C | -3
O=C(Cn1cnc2c(nnn2Cc2ccccc2)c1=O)NCC1CCCO1 (stereo not drawn) | 0
COC(=O)C1=C(C)Nc2ncnn2C1c1ccc(OC)c(OC)c1 (stereo not drawn) | -8
CCCOc1ccc(N2C(=O)CC(SCC(=O)Nc3ccc(Cl)cc3)C2=O)cc1 (stereo not drawn) | 2
NS(=O)(=O)c1ncn(Cc2ccccc2)n1 | -8
CCOc1ccc(CC2CC(=O)NC2=O)cc1 (stereo not drawn) | 3
O=C(NC1CCCCCCC1)c1ccccc1O | -4&-3
COc1ccccc1-c1ncnn1-c1sc2c(c1C#N)CCCCCC2 | 13
CCOC(=O)C1=C(C)N=C2SC(C)C(=O)N2C1c1cccc([N+](=O)[O-])c1 (stereo not drawn) | -3
CCc1ccc(OCC(=O)NCCCN(C)C)c(Br)c1 | -11
CCOC(=O)N1CCN(S(=O)(=O)c2ccc3[nH]cc(C(=O)O)c(=O)c3c2)CC1 | -6
COc1ccc(Br)c(C(=O)Nc2cc(C(=O)Nc3ccccc3F)ccc2N2CC3CC(C2)c2cccc(=O)n2C3)c1 (stereo not drawn) | -14
O=C(C1CC1)N1CCc2cc(S(=O)(=O)N3CCc4ccccc43)ccc21 | -7
CC(C)(C)c1ccc(Cn2c(-c3nonc3N)nc3ccccc32)cc1 | -65
COc1cc(C(=O)Nc2nc3c(s2)CCCC3)cc(OC)c1OC | -8
CCOc1cccc2c1OC1(C)CC2NC(=S)N1CCCOC (stereo not drawn) | 0
COCCCNC(=O)CN(c1ccc(Cl)c(Cl)c1)S(C)(=O)=O | -2
O=[N+]([O-])c1ccc(Cl)c(S(=O)(=O)Nc2ccccn2)c1 | -1

# Molecules listed so far that contain a CF3 group (5):
molecule | 14-3-3g Raf
CN1CCN(c2nc(Nc3cccc(C(F)(F)F)c3)nc(N3CCOCC3)n2)CC1 | -1
CC1CC(=O)c2cnc(Nc3cccc(C(F)(F)F)c3)nc2C1 (stereo not drawn) | -6
CC1CCC(C)N(C(=O)c2cc3n(n2)C(C(F)(F)F)CC(c2ccco2)N3)C1 (stereo not drawn) | -6
CNS(=O)(=O)c1cc(-c2nnc(Nc3cccc(C(F)(F)F)c3)c3ccccc23)ccc1C | -2
CC(NC(=O)c1cc2n(n1)C(C(F)(F)F)CC(c1ccc(Br)cc1)N2)c1ccccc1 (stereo not drawn) | -6

# (continued)
molecule | 14-3-3g Raf
CCN(CC)S(=O)(=O)c1c(C)cc(C)cc1C | 9
CCOc1ccc(CNC(=O)c2cc(-c3ccc(Br)s3)nc3ccccc23)cc1 | 9
CCOC(=O)c1c(NC(=O)c2cc(C)on2)sc(C(C)=O)c1C | -7
Clc1ccc(OCc2nn3c(-c4ccccc4)nnc3s2)c(Cl)c1 | -11
COc1ccc2nc3sc(C(=O)N4CCCCC4C)cc3cc2c1 (stereo not drawn) | -7
CCN(CC)c1ccc2cc(C(=O)Nc3ccccc3C)c(=O)oc2c1 | -3
CCOc1cc2c(cc1OCC)C1C(C(=O)NCc3ccc(C)o3)c3ccccc3C(=O)N1CC2 (stereo not drawn) | 5
COc1ccc(OC)c(S(=O)(=O)NCc2csc(-c3ccccc3)n2)c1 | -4
COC(=O)CN(Cc1ccccc1)S(=O)(=O)c1ccc(OC)c(OC)c1 | -1
O=S(=O)(c1ccccc1)N1CCN(c2nnc(-c3ccccc3)c3ccccc23)CC1 | 2
Cc1cc(C)cc(-n2c(N)c(C#N)c3nc4ccccc4nc32)c1 | 3
O=C(O)c1ccc(NS(=O)(=O)c2cccc3nsnc23)cc1 | -9
CCCS(=O)(=O)N1CCCC(C(=O)NCCCN2CCN(c3cccc(Cl)c3)CC2)C1 (stereo not drawn) | -3
Cc1sc2nc3c(C(=O)NCc4cccc(Cl)c4)cccn3c(=O)c2c1C | -22
Cc1ccc2[nH]c3c(c2c1)CN(C(=O)CN1CC(C)OC(C)C1)CC3 (stereo not drawn) | -4
N#CCCCSc1nnc(-c2ccccn2)o1 | -1
O=C(c1ccc(Cn2cc(Br)cn2)cc1)N1CCN(c2ccccc2)CC1 | 6
NS(=O)(=O)c1ccc(NS(=O)(=O)c2cccs2)cc1 | -6&-9
CCCCC1CCC(C(=O)c2ccccc2)CC1 (stereo not drawn) | -35

# Only part of the results is shown. The share of hits here may be higher or lower than overall.
